Screening data: PubChem, several laboratories
Platelet DG rel = platelet dense granule release activity; human platelet-rich plasma, SFLLRN dense granule ATP release, luminescence; inhibition, %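 (compounds screened at 7.5 µM in platelet-rich plasma)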; 300,000 compounds, 0.22% hits; AID 1663;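 active means mean replicate score, as percent of positive control, at or above 50; inconclusive means mean below 50 but at least one replicate at or above 50; inactive means mean and every replicate below 50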
HSP90 refold inh = HSP90 refolding inhibition in rabbit reticulocyte lysate; luciferase refolding luminescence, 3 h; inhibition, % at 5.6 µM; 290,000 compounds, 0.91% hits;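 active means inhibition above the screen-wide mean plus 3 SD, computed separately per campaign, cut at about 16% in these data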;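 further: 0% = DMSO wells and 100% = 60 µM geldanamycin wells; inhibitors lower the luminescence because luciferase stays unfolded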
AI-2 QS modul = modulators of Vibrio harveyi AI-2 quorum sensing system. 300,000 compounds, 0.4% hits. Vibrio harveyi JMH597 AI-2 luminescence/OD600 ratio, 9 h; hits give low values; strain lacks LuxN and CqsS sensors; 0 = neutral-control median. AID 2094. activity change, % at 7.5 µM; in the data active means activity change below about -75%, passing the limit was not always enough; inconclusive means no clear call, values can overlap the other calls;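 further: luminescence divided by OD600 gain over 9 h not by final OD600 alone; inactives centre near 13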
HIF act = HIF pathway transcriptional activation | 300,000 compounds, 0.32% hits | activation, % at 7.5 µM (by protocol) | AID 1910 | U2OS HRE-luciferase reporter, luminescence; normalized: DMSO 0%, desferrioxamine 100%;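 active means mean activation of at least 10% of the iron chelator positive control signal, with at least half of replicates also reaching 10%; inconclusive means mean and replicate majority disagree about reaching 10%; inactive means mean and most replicates under 10%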
aSyn 5UTR inh = MLPCN primary screen, SNCA 5' untranslated region | alpha-synuclein 5'UTR reporter, inhibitor activity | inhibition, % (tested at 7.5 µM) | 300,000 compounds, 0.82% hits; in the data active means inhibition above about 60%; inconclusive means no clear call, values can overlap the other calls;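 further: H4 neuroglioblastoma cells stably carrying SNCA 5'UTR luciferase fusion; 0% = DMSO wells and 100% = positive control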
KLF5 inh = suppresses KLF5 promoter-driven expression; DLD-1 KLF5 promoter-luciferase reporter, luminescence; 290,000 compounds, 0.23% hits; inhibition, % at 5 µM; AID 1700;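 active means inhibition above a per-plate limit of that plate's mean compound inhibition plus 3 SD, cut at about 60% in these data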;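 further: 0% = DMSO wells and 100% = LY294002 at 200 µM; higher means less KLF5 promoter-driven luciferase light; inactives centre near -14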
HDAC3 inh = inhibitors of human histone deacetylase 3; O15379; recombinant HDAC3, fluorogenic peptide/trypsin coupled, fluorescence; inhibition, % at 8.3 µM; 320,000 compounds, 0.15% hits; in the data active means inhibition above about 26%, passing the limit was not always enough; inconclusive means no clear call, values can overlap the other calls
Target sequence (O15379 whole entry, looked up): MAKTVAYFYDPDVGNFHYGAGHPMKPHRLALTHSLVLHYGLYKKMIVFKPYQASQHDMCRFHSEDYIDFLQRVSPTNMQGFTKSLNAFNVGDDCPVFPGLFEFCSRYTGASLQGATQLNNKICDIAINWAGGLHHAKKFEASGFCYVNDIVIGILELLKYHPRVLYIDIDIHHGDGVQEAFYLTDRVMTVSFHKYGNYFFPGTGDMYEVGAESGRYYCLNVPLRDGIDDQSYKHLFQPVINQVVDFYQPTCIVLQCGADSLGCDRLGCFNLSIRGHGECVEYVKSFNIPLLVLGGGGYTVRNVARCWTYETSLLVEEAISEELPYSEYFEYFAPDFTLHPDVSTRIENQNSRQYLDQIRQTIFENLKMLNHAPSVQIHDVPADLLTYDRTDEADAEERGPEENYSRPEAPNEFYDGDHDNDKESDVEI
IEC-6 tox = kills IEC-6 intestinal cells in KLF5 counter-screen; 290,000 compounds, 0.78% hits; inhibition, % at 5 µM; IEC-6 cytotoxicity, luminescence viability; in the data active means inhibition above about 22%;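 further: 0% = plate median of test compound wells and 100% = cytotoxic reference compound wells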
HSF1 activator = increases HSF-1 driven luciferase reporter signal; activation, % at 9 µM; NIH3T3-HGL HSF-1 luciferase reporter, MG132, 8 h; 100% = twice DMSO control signal; 300,000 compounds, 1.7% hits;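 active means mean replicate activation of at least 50% with a set share of replicates each reaching 50%; inconclusive means only one of those two conditions met; inactive means mean below 50% and too few replicates reaching it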;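 further: 0% = median of the neutral control wells and 100% = twice that signal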
HSF1 inh = HSF1 inhibition; AID 2098; 300,000 compounds, 0.77% hits; activity change, negative = inhibition, % at 7.5 µM (by protocol); NIH3T3-HGL HSE-luciferase, MG132-induced, luminescence 8 h; hits give low values;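 active means more than half of replicate wells show activity change below -50%, luminescence cut by over half; inconclusive means some wells, but at most half, below -50%; inactive means no replicate well below -50%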;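 further: luciferase reports HSF-1 transcriptional activity via heat shock element; 0% = median of DMSO wells and -100% = zero luminescence signal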
Active calls of the source: *; ? = inconclusive; / = no result given.

SMILES | Platelet DG rel | HSP90 refold inh | AI-2 QS modul | HIF act | aSyn 5UTR inh | KLF5 inh | HDAC3 inh | IEC-6 tox | HSF1 activator | HSF1 inh
O=C(Nc1cccnc1)c1ccccc1-c1nc(-c2ccccc2F)no1 | -4 | -1 | 0 | -0.2 | -16 | -16 | 0 | 2 | -1 | -4
CCN(C(=O)Cc1c(C(=O)O)[nH]c2ccccc12)c1cc(OC)ccc1OC | 2 | 3 | 7 | -0.1 | 13 | -33 | -3 | -8 | -9 | 0
COc1cccc(N2CCN(C(=S)Nc3cccc(C)c3)CC2)c1 | -3 | 8 | 29 | 0.0 | 0 | 9 | -1 | 5 | -9 | -1
COc1cc(/C=C/c2ccc(O)cc2)cc(OC)c1 | 3 | -1 | 35 | 3.3 | -156 | -81 | -1 | 8 | 33 | 23
O=C(Nc1ccc(N2CCN(C(=O)c3ccccc3)CC2)c(Cl)c1)c1ccco1 | 4 | 6 | 22 | 0.3 | 27 | -15 | 2 | 6 | / | /
CC(=O)c1c(C(=O)O)c2ccccc2[nH]c1=O | 1 | 0 | 11 | 0.3 | 16 | -18 | -3 | 7 | -7 | -6
COc1ccccc1NC(=O)Cc1noc(CN(C)Cc2cccs2)n1 | -2 | -3 | 34 | 0.5 | 15 | -31 | 5 | -10 | 10 | -7
CC1(C)CC(=O)C2=C(C1)Nc1ccccc1NC2c1cccs1 (stereo unspecified) | -4 | -3 | 3 | 0.1 | -11 | 11 | 2 | -5 | 8 | 1
CCC(Oc1ccccc1C)C(=O)N1CCCN(C)CC1 (stereo unspecified) | -17 | -3 | 15 | -0.3 | -1 | -35 | -7 | 2 | -18 | 7
CC(=O)Nc1sc(C)c(C)c1C(=O)OCC(=O)Nc1cc(S(=O)(=O)N2CCCCC2)ccc1Cl | 7 | 4 | 12 | -0.5 | 1 | -8 | 4 | -1 | 2 | 3
Oc1ccccc1CNc1cnc2ccccc2c1 | 0 | 4 | 12 | 2.0 | -260 | -225 | -7 | -4 | 22 | 23
COc1ccc(CCNC(=O)CCc2ccc(S(=O)(=O)NCC(C)C)cc2)cc1 | 8 | 2 | 34 | -0.4 | 16 | 10 | / | -7 | -6 | 4
COc1ccc(-c2csc(NC(=O)CN3C(=O)NC4(CCCC4)C3=O)n2)cc1OC | -8 | / | 16 | -0.3 | 9 | / | 2 | / | 10 | 1
CCCC(CCC(=O)NC1CCCCC1)C(=O)O (stereo unspecified) | 2 | 4 | 22 | -0.4 | -5 | -2 | -4 | 1 | 0 | 1
CNC(=O)CSc1nnc(-c2ccccc2)n1C | -16 | 2 | 14 | 1.3 | 3 | -12 | / | 4 | 3 | 1
CC1(C)C2CCC(C2)C1(C)NC(=O)CNC1CCCCC1 (stereo unspecified) | -1 | -5 | 9 | -0.8 | -17 | -64 | -5 | 1 | -4 | -2
CC(Sc1nn(-c2ccc(F)cc2)c(=S)s1)C(=O)c1c(N)n(C)c(=O)n(C)c1=O (stereo unspecified) | -48 | / | 0 | -0.1 | -7 | / | / | / | 13 | 6
CCC(C)NC(=O)c1ccc(COc2ccccc2Cl)cc1 (stereo unspecified) | 2 | 5 | 23 | 1.3 | -24 | -31 | 0 | 3 | 3 | 9
CC1(C)CC(=O)C/C(=N/NC(=O)c2ccc(-c3ccccc3)cc2)C1 | 1 | -1 | 15 | 0.1 | 4 | -4 | -1 | -1 | 6 | 6
CCc1cc2c(=O)[nH]c(Cc3ccc(OC)cc3)nc2s1 | -9 | 3 | 1 | 2.1 | -25 | -41 | 7 | 6 | 9 | 4
CCn1c(N)c(C(=O)NCCCOC)sc1=S | 19 | -4 | 16 | 0.3 | 13 | -17 | 2 | 0 | 12 | 0
COc1cccc(C(=O)CC(=O)C(=O)Nc2cc(OC)c(OC)c(OC)c2)c1 | -4 | 3 | 8 | -1.1 | -4 | 3 | 3 | -1 | -62 | -58*
CCc1cccc(CC)c1-n1c(SCn2nnc3ccccc3c2=O)nnc1-c1cccnc1 | -10 | 0 | 5 | -0.9 | -10 | -42 | 3 | -7 | -6 | -7
COc1ccc(CNC(=O)CS(=O)Cc2nc(-c3ccc(C)cc3)oc2C)cc1 (stereo unspecified) | 3 | 2 | 68 | 0.1 | -10 | -8 | -5 | -3 | -13 | -6
O=C(O)c1ccc(CNCc2ccccc2Cl)cc1 | 4 | -1 | 15 | -0.3 | 7 | -4 | 2 | 1 | -10 | -7
(continued)
SMILES | Platelet DG rel | HSP90 refold inh | AI-2 QS modul | HIF act | aSyn 5UTR inh | KLF5 inh | HDAC3 inh | IEC-6 tox | HSF1 activator | HSF1 inh
COc1ccc2c(c1)CCCN2S(=O)(=O)c1ccc(Cl)cc1 | 8 | 1 | -2 | -0.3 | -14 | -15 | 2 | 8 | 44 | 15
CCCCC1CCC(C(=O)N(CC(C)C)c2c(N)n(CCCC)c(=O)[nH]c2=O)CC1 (stereo unspecified) | 8 | / | 16 | 0.2 | 35 | / | -3 | / | -7 | -3
Cc1ccccc1NC(=O)CSc1ccc(-c2ccc(-n3cccn3)cc2)nn1 | 13 | / | 34 | 0.0 | -37 | / | -1 | / | -21 | -19
CCN1CCCC1CN(Cc1cc2ccc(C)cc2[nH]c1=O)C(=S)Nc1ccc(OC)cc1OC (stereo unspecified) | -5 | 3 | 8 | -0.6 | -38 | -22 | 2 | -2 | -11 | 8
COC(=O)CCC(=O)Nc1ccc(N=Nc2ccccc2)cc1 | 14 | 2 | 10 | 0.1 | -34 | -36 | -1 | -5 | 6 | 9
COc1cccc2oc3ccc(C#CC4(N)CCCCC4)cc3c(=O)c12 | 8 | 6 | 27 | 3.7 | -62 | -49 | -14 | 6 | -26 | -19
COc1cccc(C(=O)Oc2ccc3ccc(O)cc3c2)c1 | -1 | 1 | ? | 1.6 | -26 | 2 | -3 | 0 | 12 | 1
Cc1nnc(NC(=O)c2ccc3c(c2)OCO3)s1 | 5 | 0 | 11 | 1.5 | -150 | -97 | -2 | -2 | 9 | 10
Cc1cccc(Cc2nnc(CCC(=O)N(C)CCc3ccccc3)o2)c1 | -10 | 4 | -8 | -10 | -137 | -144 | 1 | -2 | 64* | 40
O=c1[nH]c(/C=C\c2ccccc2F)nc(O)c1[N+](=O)[O-] | -10 | 3 | 2 | -0.4 | 7 | -9 | 2 | 2 | 14 | 1
CC1CC(C)CN(C(=O)c2ccc3c(=O)n(Cc4ccc5c(c4)OCO5)c(=S)[nH]c3c2)C1 (stereo unspecified) | 0 | -3 | -5 | -0.6 | -6 | -1 | -10 | -1 | 65* | 23
COCc1cc(C)nc(SCC(=O)Oc2ccc(Cl)cc2)c1C#N | -2 | 1 | 11 | 1.0 | -3 | -39 | -2 | 1 | 6 | 10
CCC(=O)c1ccc(-c2ccccc2)cc1 | -10 | 1 | 39 | 1.6 | -89 | -12 | -1 | -2 | 21 | 4
Cc1onc(-c2ccccc2Cl)c1C(=O)N1CCN(C(=O)c2ccco2)CC1 | 40 | 27* | ? | 0.1 | -13 | -3 | -3 | 4 | 13 | -4
CCOc1cc(/C=C2\SC(=NC)N(C)C2=O)c(Br)cc1OC(C)=O | 0 | 10 | -7 | 2.1 | 0 | 15 | 6 | -5 | -4 | -9
Cc1csc2nc(CNC(=O)c3ccco3)cn12 | 0 | -3 | 7 | 1.3 | -68 | -54 | -4 | 1 | 31 | 9
COc1ccc(NC(=O)COc2ccccc2)cc1NC(=O)c1ccco1 | 11 | 5 | / | -0.4 | 9 | -53 | 8 | 3 | -4 | 2
Cc1ccc(S(=O)(=O)NCc2ccccc2)cc1C(=O)NCC(C)(C)N1CCOCC1 | 10 | / | 14 | 0.1 | -5 | / | -6 | / | -12 | -3
COc1ccc(CNC(=O)Cn2nc(C(F)(F)F)c3c2CCC3)cc1 | 4 | -3 | 23 | -0.4 | -15 | 13 | -2 | 2 | 7 | -3
COC(=O)c1ccc(NC(=O)c2ccc3nccnc3c2)cc1 | -20 | 0 | 4 | 1.1 | -44 | -13 | 2 | 5 | 11 | 5
CCOc1ccc(N(CC(=O)N/N=C/c2cc(Br)c(C)o2)S(C)(=O)=O)cc1 | 6 | -1 | 11 | 0.7 | -1 | 10 | 12 | -4 | -6 | 8
COC(=O)C1=C(C(=O)OC)[C@@H]2Nc3ccccc3[C@@]23C[C@@H](C(=O)OC)N(C(=O)c2ccc(Br)cc2)C3=N1 | -12 | / | 25 | 1.3 | 12 | / | / | / | -8 | -6
Cc1ccc(C(=O)N2CCC3(CC2)Oc2ccc(F)cc2C(=O)C32CC(c3ccccc3)=NO2)s1 (stereo unspecified) | 0 | / | -1 | -0.7 | 10 | / | 10 | / | 11 | 0
CCOC(=O)c1cnc2c(F)ccc(F)c2c1Sc1ccccc1 | -25 | 1 | 28 | -0.1 | 18 | -13 | 4 | -4 | 2 | 10
COc1cccc(-c2nc(CS(=O)(=O)CC(=O)NCCCc3ccccc3)c(C)o2)c1 | 6 | 4 | -2 | -0.3 | 16 | -1 | 2 | 8 | -16 | 3
Later entries:
SMILES | Platelet DG rel | HSP90 refold inh | AI-2 QS modul | HIF act | aSyn 5UTR inh | KLF5 inh | HDAC3 inh | IEC-6 tox | HSF1 activator | HSF1 inh
COCCNC(=O)C(c1ccc(C)o1)N(Cc1cccs1)C(=O)c1snc(C(N)=O)c1N (stereo unspecified) | -3 | -4 | 6 | -0.3 | 16 | 7 | 4 | -5 | 6 | 1
COc1ccc2cc(C(=O)C3CCCN(C(=O)c4cc(=O)n(C)c(=O)n4C)C3)ccc2c1 (stereo unspecified) | 4 | 2 | 7 | 0.7 | 27 | -25 | -39 | 2 | / | /
CCC(Oc1ccccc1)C(=O)Nc1ccc(S(=O)(=O)Nc2cnc3ccccc3n2)cc1 (stereo unspecified) | 3 | 1 | 31 | -0.1 | 15 | -7 | 1 | 3 | 14 | 7
O=C(Oc1ccccc1)c1ccc2nccnc2c1 | -7 | -1 | -18 | 0.2 | 11 | -7 | -2 | 0 | 2 | -2
CSc1ncccc1C(=O)Nc1nc2ccc(F)cc2s1 | 1 | 2 | 1 | 0.1 | -47 | -3 | -2 | -1 | -40 | -24
Cc1csc(NC(=O)c2cnc3ccccc3n2)n1 | 10 | 43* | 21 | 0.6 | -9 | -75 | 2 | 5 | -1 | 1
CC1CN(Cc2csc(-c3ccc(Cl)cc3)n2)CC(C)O1 (stereo unspecified) | 3 | 4 | 4 | 3.0 | -105 | -59 | -3 | -4 | -13 | -4
CCOc1cc(/C=C2\C(=N)N3N=C(N4CCCCC4)SC3=NC2=O)ccc1OC(=O)c1ccco1 | 3 | 0 | 39 | -0.1 | 20 | -6 | 10 | -3 | 16 | 9
COc1ccc2oc(=O)c(C(=O)C[n+]3cccc(C)c3)cc2c1 | -2 | -3 | 10 | 0.1 | -2 | -16 | 3 | -3 | -1 | -6
CCOc1cc(NC(=S)NCCCN2CCOCC2)c(OCC)cc1NC(=O)c1cccc(F)c1 | / | -3 | 4 | / | / | -14 | 1 | 8 | / | /
NC(=O)CCC(NS(=O)(=O)c1ccc(Cl)cc1)C(=O)NCc1ccc(Cl)cc1 (stereo unspecified) | -3 | 3 | 7 | -0.4 | 5 | -6 | 1 | 4 | 11 | 7
Cc1cccc(NC(=O)CCn2cnnn2)c1 | 3 | 1 | 4 | 0.1 | 13 | -10 | -2 | 0 | 5 | -17
